# ST2 inh = inhibitors of human ST2 (IL1RL1) binding to IL-33, primary screen, biochemical, AlphaLISA; Interleukin-1 receptor-like 1 (Homo sapiens), Q01638; AlphaLISA ST2-Fc/biotin-IL-33 interaction, 1 h; inhibition, % for hits at 17 µM; 78,000 tested, 2.3% active; AID 1259354, 2018; in the data active = inhibition above about 30%; inconclusive = mostly about 10% to 28%
# Target sequence (Q01638 whole entry, looked up): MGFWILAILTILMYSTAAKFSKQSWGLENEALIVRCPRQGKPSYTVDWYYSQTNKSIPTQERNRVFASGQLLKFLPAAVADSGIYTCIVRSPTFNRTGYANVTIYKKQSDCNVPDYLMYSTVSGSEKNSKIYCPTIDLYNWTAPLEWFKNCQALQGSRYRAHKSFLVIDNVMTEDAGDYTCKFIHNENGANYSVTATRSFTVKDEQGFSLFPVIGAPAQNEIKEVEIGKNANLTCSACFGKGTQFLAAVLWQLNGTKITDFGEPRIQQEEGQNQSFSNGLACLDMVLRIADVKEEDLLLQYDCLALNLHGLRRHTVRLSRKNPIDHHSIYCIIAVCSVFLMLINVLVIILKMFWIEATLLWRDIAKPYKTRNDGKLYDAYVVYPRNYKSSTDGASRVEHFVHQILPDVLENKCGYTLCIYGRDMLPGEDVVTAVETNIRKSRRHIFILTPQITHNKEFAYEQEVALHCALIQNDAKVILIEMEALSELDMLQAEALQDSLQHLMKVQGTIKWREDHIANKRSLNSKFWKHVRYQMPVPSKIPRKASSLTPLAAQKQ
# Starred values were filed as active, the others as inactive; i = inactive; ? = inconclusive. Some of the compounds tested; rates above refer to the full screens.
no.	SMILES	ST2 inh
1	O=C(Nc1c(-c2ccc(F)cc2)nc2ccccn12)c1ccccc1F	i
2	COc1cccc(OC)c1C(=O)Nc1c2c(nn1-c1cccc(C)c1C)CS(=O)C2 (stereo unspecified)	i
3	O=c1[nH]c(=O)c2nc3ccccc3nc2[nH]1	i
4	C=CCC(Nc1cccc(Cl)c1)c1ccco1 (stereo unspecified)	i
5	Cc1ccc(CNc2ccc3c(c2)nc(C)n3C)cc1	?
6	COc1ccc(C2CC(c3ccc(OC)c(OC)c3)=NN2S(=O)(=O)c2ccc(C)cc2)cc1 (stereo unspecified)	?
7	O=C(Nc1ccc(Oc2ccccc2)cc1)O[C@@H]1CO[C@H]2[C@@H]1OC[C@@H]2NC(=O)c1cncnc1	i
8	CN(Cc1ccco1)S(=O)(=O)c1ccc2c(c1)oc(=O)n2C	i
9	CC(C)c1ccc2c(c1)CCC1[C@](C)(C(=O)O)CCC[C@]21C (stereo partly specified)	i
10	Cc1cc(OCC(O)CN2CCN(CCO)CC2)ccc1Cl (stereo unspecified)	i
11	Cc1nc2cc(-c3ccccc3)nn2c(C(C)(C)C)c1C	i
12	CC(=O)Nc1cccc(NS(=O)(=O)c2ccc(C)cc2)c1	i
13	Cc1nn(C)c(C)c1CN(C(=O)c1ccc(-n2cnnc2)cc1)C(C)C	i
14	COc1ccc(Cl)cc1N(C)C(=O)Cc1c(C(=O)O)[nH]c2ccc(Cl)cc12	i
15	CCCC(=O)O/N=C1\CC(C)(C)Cc2noc(Cc3ccccc3)c21	?
16	CS(=O)(=O)N1CCCC1C(=O)NCc1cnn2ccccc12 (stereo unspecified)	i
17	COc1ccc(C2C(C(=O)Nc3ccccc3OC)c3cc(OC)c(OC)cc3C(=O)N2C)cc1 (stereo unspecified)	i
18	CCn1c(=O)n(-c2ccc(C)c(C)c2)c2nc(-c3ccccc3OC)nc(C(N)=O)c21	i
19	O=C(Nc1nnc(-c2cccs2)o1)c1ccc(S(=O)(=O)N2CCCCCC2)cc1	i
20	CCc1cc2c(=O)c(-c3nc4ccccc4n3C)c(C)oc2cc1O	i
21	CCOC(=O)c1c(C)oc2cc(Br)c(OC(=O)CC)cc12	i
22	COc1ccc(-c2csc(/C(C#N)=C\Nc3cccc(C(F)(F)F)c3)n2)cc1OC	i
23	Cc1ccc(-c2nc3ncccc3o2)cc1NC(=O)CC(C)C	i
24	COc1cc(C2C(C(=O)Nc3ccc(F)cc3F)=C(C)NC3=C2C(=O)CC(C)(C)C3)ccc1O (stereo unspecified)	i
25	O=C(O)C1(O)CCN(c2cc(N3CCOCC3)ncn2)CC1	i

# Reformatted with each value named: part of the list above
15	CCCC(=O)O/N=C1\CC(C)(C)Cc2noc(Cc3ccccc3)c21
  ST2 inh = ?

6	COc1ccc(C2CC(c3ccc(OC)c(OC)c3)=NN2S(=O)(=O)c2ccc(C)cc2)cc1 (stereo unspecified)
  ST2 inh = ?

17	COc1ccc(C2C(C(=O)Nc3ccccc3OC)c3cc(OC)c(OC)cc3C(=O)N2C)cc1 (stereo unspecified)
  ST2 inh = i

19	O=C(Nc1nnc(-c2cccs2)o1)c1ccc(S(=O)(=O)N2CCCCCC2)cc1
  ST2 inh = i

# Further records
no.	SMILES	ST2 inh
26	Cc1ccccc1Cc1c(C)nc2ncnn2c1C	i
27	CC1(C)C(C=C(Cl)Cl)C1C(=O)Nc1ccc(Cl)c(Cl)c1 (stereo unspecified)	i
28	COc1ccc(C(=O)NCc2ccc(Cl)cc2)cc1[N+](=O)[O-]	i
29	COc1cccc2c1OCC(C(=O)N1C[C@@H]3[C@@H]4CC[C@@H](C4)[C@@H]3C1)C2 (stereo partly specified)	i
30	CCOC(=O)C1=NN=C2C(=O)N(c3ccc(C)cc3C)C(=O)C12 (stereo unspecified)	?
31	O=C1C(=O)N(CN2CCN(CN3C(=O)C(=O)c4ccccc43)CC2)c2ccccc21	i
32	CC(=O)O/N=C\c1c(NCc2ccccc2)nc2c(C)cccn2c1=O	i
33	Cc1nc(N2CCN(c3ccccn3)CC2)c2c(C)c(C(=O)N3CCCCC3)sc2n1	i
34	COc1ccccc1N1CCN([C@H]2CN(C(=O)c3ccc[nH]3)C[C@@H]2O)CC1	i
35	CN(Cc1ccccc1)Cc1cc(C(=O)NCc2cccc(F)c2F)no1	?
36	CCCC(=O)N(c1ccc(OC)cc1OC)C1C=CS(=O)(=O)C1 (stereo unspecified)	i
37	N#CC1=C2SCN(c3ccccc3)CN2C(=O)CC1c1ccccc1Cl (stereo unspecified)	i
38	Cc1cccc(-n2ncc3c(NCc4cccc(Cl)c4)ncnc32)c1	i
39	O=[N+]([O-])c1cc(Br)cc(C=Nc2ccc(-c3nc4ncccc4o3)cc2)c1O	?
40	CC(=O)c1ccc(NC(=O)C(NS(=O)(=O)c2cccs2)C(C)C)cc1 (stereo unspecified)	i
41	Nn1c(SCc2nc3ccccc3[nH]2)nnc1-c1cccc(Br)c1	i
42	CS(=O)(=O)c1nc(-c2ccco2)cc(C(F)(F)F)n1	i
43	CCCCC(=O)Nc1cccc(C(=O)NCc2nc(C)cc(C(F)(F)F)n2)c1	i
44	CC1CC(Nc2ccccc2)c2ccccc2N1C(=O)c1cccs1 (stereo unspecified)	?
45	COc1cccc(-c2nc3cc(N=Cc4cc([N+](=O)[O-])cc(OC)c4O)ccc3o2)c1	?
46	CSc1ccc(-c2nc(CSCC(=O)NCc3ccc(C)cc3)c(C)o2)cc1	i
47	CCC(C)NC(=O)CSc1nc2c(sc3ccccc32)c(=O)n1CCCN1CCOCC1 (stereo unspecified)	i
48	CC1CC(=O)C2=C(C1)OC(N)=C(C#N)C2c1ccc(F)cc1F (stereo unspecified)	i
49	COc1ccc(-c2nc3ccccc3[nH]2)cc1	i
50	CN(C(=O)c1ccco1)C(Cc1ccc(F)cc1F)C1CCN(Cc2ccc3c(c2)OCO3)CC1 (stereo unspecified)	?
51	CC1(C)CC(=O)c2sc(NC(=O)c3ccc(S(=O)(=O)N4CCCCC4)cc3)nc2C1	i
52	Cc1ccc(-n2c(SCc3ccccc3F)nc3c(c2=O)SCC3)cc1	?
53	Cc1cc(Br)c2c(c1)=C(c1sc(Nc3ccccc3Cl)nc1O)C(=O)N=2	i
54	Brc1ccc(Cn2c(-c3cncs3)nc3ccccc32)cc1	i
55	COc1ccc(/C=C2/OC(=O)c3c2cc(C)[nH]c3=O)cc1OC	i
56	CC1=NN(C(=O)c2ccccc2)C(c2ccccc2)C1 (stereo unspecified)	i
57	CCOc1ccc(NC(=O)c2oc3ccccc3c2NC(=O)C(C)(C)C)cc1	i
58	COc1ccc(NC(=O)CSc2nc3ccccc3s2)cc1OC	i
59	COc1ccccc1C(O)(CCN1CCCCC1)c1ccccc1 (stereo unspecified)	?
60	COCCCNC(=O)c1ccc2nc3ccccc3c(=O)n2c1	i
61	CCCSC1=NN2CCCC(=O)N=C2S1	i
62	COc1cc(OC)c(NC(=O)c2cn(C)c(=O)c3cc(OC)c(OC)cc23)cc1Cl	i
63	O=S(=O)(Nc1ccc(-c2csc(-c3ccccc3)n2)cc1)c1ccccc1	i
64	CCOc1ccc(CC(=O)N2CCN=C2SCc2ccccc2C)cc1	i
65	COc1ccc(N(C)S(=O)(=O)c2cc(Br)cc3c2N(C(C)=O)C(C)C3)cc1 (stereo unspecified)	i
66	CC1OC(OC2C(O)C(C(=O)O)OC(OC3CCC4(C)C(CCC5(C)C4C=CC4=C6CC(C)(C)CC(O)C6(C)CCC45C)C3(C)C)C2OC2OCC(O)C(O)C2O)C(O)C(O)C1O (stereo unspecified)	i
67	O=C(O)C[C@@H]1CCN(Cc2c[nH]c3ccccc23)C[C@@H]1CCN1C[C@@H]2C[C@H](C1)c1cccc(=O)n1C2	?
68	CC(C(=O)NCCn1ccnc1)N(c1ccccc1)S(C)(=O)=O (stereo unspecified)	i
69	Cc1cc(C)nc(SCCS(=O)(=O)c2ccc(C(C)(C)C)cc2)n1	i
70	O=C(C1CCCC1)N(c1ccc(F)cc1)C1C=CS(=O)(=O)C1 (stereo unspecified)	i
71	CCc1cc(CN(C)C/C(C)=C/c2ccco2)on1	?
72	O=C(/C=C/c1cccs1)NCC1Cc2cc(F)cc(-c3ccccn3)c2O1 (stereo unspecified)	i
73	O=C(CCC(=O)N1CCNC(=O)C1c1cccc(F)c1)NC1CCCC1 (stereo unspecified)	i
74	CCc1csc(CNC(=O)c2ccc(N(C)Cc3nonc3C)nc2)n1	?
75	O=C1NC[C@@H](CCC(=O)N2CCCCC2)N2C[C@@H](NC(=S)NC3CC3)C[C@@H]12	i

# 3 entries picked at random from those above:
no.	SMILES	ST2 inh
67	O=C(O)C[C@@H]1CCN(Cc2c[nH]c3ccccc23)C[C@@H]1CCN1C[C@@H]2C[C@H](C1)c1cccc(=O)n1C2	?
58	COc1ccc(NC(=O)CSc2nc3ccccc3s2)cc1OC	i
72	O=C(/C=C/c1cccs1)NCC1Cc2cc(F)cc(-c3ccccn3)c2O1 (stereo unspecified)	i

# More records
no.	SMILES	ST2 inh
76	Cc1ccc2[nH]cc(-c3cc(O)cc(C(=O)O)c3)c2c1	?
77	C=CCn1c(=O)[nH]c2cc(C(=O)NC3CCCC3)ccc2c1=O	i
78	C=CCn1c(C(C)NC(=O)c2ccccc2)nc2ccccc21 (stereo unspecified)	i
79	CC1C(=O)OCC2=CCN3CCC(OC(=O)C(C)(O)C1(C)O)C23 (stereo unspecified)	i
80	COc1ccc(C2C(C(=O)OC3CCCCC3)=C(C)Nc3nnnn32)cc1 (stereo unspecified)	i
81	CC1(C)ON=C(c2ccccc2)C1(Br)[N+](=O)[O-] (stereo unspecified)	?
82	COCCn1c(CNS(=O)(=O)c2cccc([N+](=O)[O-])c2)nc2cccnc21	i
83	O=C(CSc1nc2c(c(=O)n1-c1ccccc1)SCC2)NC1CCCCC1	?
84	CN1C(=O)N(Cc2cccnc2)C(=O)C12CCN(Cc1cn(C)c3ccccc13)CC2	?
85	CCn1cc(Br)c(C(=O)NCc2ccco2)n1	i
86	CCOc1ccc(-c2nc3cc(N=Cc4cc([N+](=O)[O-])ccc4O)ccc3o2)cc1	i
87	COc1ccccc1NS(=O)(=O)c1c(C)cc(C)cc1C	i
88	CC1CCCC(NC(=O)CSc2cc(=O)n(C)c3ccccc23)C1C (stereo unspecified)	i
89	O=C(Cc1ccc(Cl)cc1)NC(c1ccccc1)c1ccccc1	i
90	COc1ccc(CCC(=O)NC2CC(=O)N(c3cccc(F)c3)C2)cc1 (stereo unspecified)	i
91	COc1cc(-c2ccc3cc[nH]c3c2)cc(OC)c1OC	i
92	Cc1cc(C)cc(-n2c(SCC(N)=O)nc3c([nH]c4ccccc43)c2=O)c1	i
93	Cc1cc(OCC(=O)NCCc2nc3ccccc3[nH]2)ccc1Cl	i
94	Cc1nn2cc(CNC(=O)COc3c(C)ccc(C)c3C)nc2s1	?
95	Cc1sc2ncn(CC(=O)NCCCC(=O)O)c(=O)c2c1C	i
96	CCOc1ccc(Cn2c(CNS(=O)(=O)c3c(C)noc3C)nc3cccnc32)cc1	i
97	CCc1ccc(S(=O)(=O)N=C2C=C(Nc3ccc(OC)cc3)C(=O)c3ccccc32)cc1	95.0%*
98	O=c1c2c(nc(SCc3ccccc3F)n1-c1ccc(Cl)cc1)CCS2	i
99	O=C1CCCC2=C1C(c1ccccc1)c1c(nc(SCc3ccccc3)[nH]c1=O)N2 (stereo unspecified)	i
100	Cc1ccc(CN2CCCC(C(=O)N3CCCCC3)C2)cc1 (stereo unspecified)	i
101	Cn1nc(CC2CCN(C(=O)C3CC3(F)F)CC2)n(-c2ccccc2)c1=O (stereo unspecified)	i
102	CCOC(=O)C1=C(N)OC2=C(C(=O)CC(c3ccccc3)C2)C1c1ccc(OC)cc1OC (stereo unspecified)	i
103	O=C(CSc1nnc(C2COc3ccccc3O2)n1-c1ccccc1)c1cccc([N+](=O)[O-])c1 (stereo unspecified)	i
104	Cc1cc(Cl)ccc1NC(=O)CC(C)(C)C	i
105	O=C1c2ccccc2NC(c2ccccc2)N1Cc1ccccc1 (stereo unspecified)	i
106	N#Cc1c(-c2ccccc2)c(C#N)c2nc3ccccc3n2c1N	32.0%*
107	Cc1ccc(C2C(=O)c3ccccc3C2=O)cc1	?
108	Cc1ccc(CNS(=O)(=O)c2ccc(CC(C)C)cc2)cc1	i
109	O=C(CNc1ccc(Br)cc1)c1ccccc1	i
110	Cc1nc(C(=O)NCc2cnc3c(C)cccn23)cs1	i
111	O=C(O)/C=C(\Oc1ccccc1)C1(O)CCCCC1	i
112	NC1CCN(c2cccc(Cl)n2)CC1	i
113	CC(C)C1CN(C(=O)c2ccc(-c3ncn[nH]3)cc2)CCC(=O)N1CC1CC1 (stereo unspecified)	i
114	Cn1c(=O)c2c(nc(N3CCCCCC3)n2CCSc2nc3ccccc3o2)n(C)c1=O	?
115	Clc1ccc(C2=NN3COc4ccccc4C3C2)cc1 (stereo unspecified)	?
116	CC1=C(C(=O)OC2CCCCC2)C(c2cc(Br)ccc2F)n2ncnc2N1 (stereo unspecified)	i
117	CC(C)(C)c1ncc2c(n1)CN(c1nccc(CCC(F)(F)F)n1)C2	i
118	CCOc1ccc(N2C(=O)CC(NCCN3CCOCC3)C2=O)cc1 (stereo unspecified)	i
119	O=C(c1cccc2c1OCC2)N1CCC(N2CCCC2=O)CC1	?
120	CC(C)Cn1cncc1CNC(=O)c1cc(=O)c2ccccc2[nH]1	?
121	CC1(C)C(C=C(Cl)Cl)C1C(=O)Nc1sc2c(c1C#N)CCC2 (stereo unspecified)	i
122	NC(=O)C1CCN([C@H]2[C@@H]3OC[C@@H](O3)[C@@H](NCC3CC3)[C@@H]2O)CC1	i
123	CC(=O)N1CCN(C[C@@H]2C=C(C)[C@H](Cc3nnc(-c4ccccc4)o3)C[C@H]2C(C)C)CC1	i
124	CC1(C)Cc2c(C#N)c(N3CCCC3)nc(-c3ccccc3)c2CO1	i
125	Cc1cc(C)n(-c2ccccc2F)c(=O)c1C#N	?
126	CCc1ccc(S(=O)(=O)Nc2cc(Br)c3oc(C)c(C(C)=O)c3c2)cc1	i

# Down the list, quoted from above.
# ST2 inh, entries 104 to 111 → i, i, 32.0%*, ?, i, i, i, i

# High-throughput results: PubChem, IUPUI and University of Michigan
